D1 antagonist = Antagonist of Human D 1 Dopamine Receptor: qHTS; D(1A) dopamine receptor (Homo sapiens), P21728; HEK293 TREx D1 cells, calcium flux, dopamine EC80; hits give low values; activity change, negative = inhibition, % at 10 µM; hit rate 3.2% among 360,000; AID 504652, 2011; in the data active = activity change below about -30%; also: % is scaled to controls: 0 for no effect and ±100 for the full control effect
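Inducible Hek293 Trex D1 cells (tetracycline, overnight, 30 C). Calcium dye 30–90 min RT. Antagonist mode: EC80 dopamine added after 180 s compound read.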
Anesthetic bind = qHTS Assay for Identification of Novel General Anesthetics; Ferritin light chain (Equus caballus), P02791; apoferritin/1-aminoanthracene competitive binding, fluorescence; Potency, µM (titrated, usually from 77.5 µM), for inactives: at the highest dose activity change, negative = displacement, actives largely listed as inhibitors; hit rate 0.074% among 350,000; AID 485281, 2010; also: potency is read from the fitted curve at half-maximal effect; % is scaled to controls: 0 for no effect and ±100 for the full control effect; nearly all actives have a fitted effect of over 20% in size
Target sequence (P02791 2-175 limits assumed): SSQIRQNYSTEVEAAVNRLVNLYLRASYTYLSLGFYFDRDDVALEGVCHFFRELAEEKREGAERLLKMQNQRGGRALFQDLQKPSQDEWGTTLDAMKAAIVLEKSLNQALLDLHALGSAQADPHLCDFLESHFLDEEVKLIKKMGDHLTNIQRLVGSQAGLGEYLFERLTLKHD
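Concentration-response curves derived by four-parameter Hill fitting of normalized fluorescence, where compounds displaced 1-AMA from 10 uM horse apoferritin following a brief 10 min room-temperature incubation; propofol titration acted as positive control.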
D1 agonist = Allosteric Agonists of the Human D1 Dopamine Receptor: qHTS; D(1A) dopamine receptor (Homo sapiens), P21728; HEK293 T-REx D1 cells, calcium flux, agonist mode; activation, % at 2 µM; hit rate 1% among 360,000; AID 504660, 2011; in the data active = activation above about 30%; also: 0% is about no effect
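Inducible HEK293 T-REx D1 cells, force-coupled to calcium signalling, were plated at 4000 cells/well with tetracycline and held overnight at 30 C. After no-wash calcium dye loading, compound-evoked calcium rise over 180 s flagged agonists.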
RXFP1 agonist = qHTS Assay for Agonists of the Relaxin Receptor RXFP1. HEK293T-RXFP1 cAMP TR-FRET, 30 min; response scale: percent of porcine relaxin response, buffer zero. AID 2676, 2010. hit rate 0.3% among 370,000. Potency, µM (doses to about 57.5 µM), for inactives: at the top dose activation, usual class: activators. Relaxin receptor 1 (Homo sapiens), Q9HBX9; also: potency is read from the fitted curve at half-maximal effect; % is scaled to controls: 0 for no effect and ±100 for the full control effect; nearly all actives have a fitted effect of over 60% in size; many of its hits are not listed in these tables
Target sequence (Q9HBX9 whole entry, looked up): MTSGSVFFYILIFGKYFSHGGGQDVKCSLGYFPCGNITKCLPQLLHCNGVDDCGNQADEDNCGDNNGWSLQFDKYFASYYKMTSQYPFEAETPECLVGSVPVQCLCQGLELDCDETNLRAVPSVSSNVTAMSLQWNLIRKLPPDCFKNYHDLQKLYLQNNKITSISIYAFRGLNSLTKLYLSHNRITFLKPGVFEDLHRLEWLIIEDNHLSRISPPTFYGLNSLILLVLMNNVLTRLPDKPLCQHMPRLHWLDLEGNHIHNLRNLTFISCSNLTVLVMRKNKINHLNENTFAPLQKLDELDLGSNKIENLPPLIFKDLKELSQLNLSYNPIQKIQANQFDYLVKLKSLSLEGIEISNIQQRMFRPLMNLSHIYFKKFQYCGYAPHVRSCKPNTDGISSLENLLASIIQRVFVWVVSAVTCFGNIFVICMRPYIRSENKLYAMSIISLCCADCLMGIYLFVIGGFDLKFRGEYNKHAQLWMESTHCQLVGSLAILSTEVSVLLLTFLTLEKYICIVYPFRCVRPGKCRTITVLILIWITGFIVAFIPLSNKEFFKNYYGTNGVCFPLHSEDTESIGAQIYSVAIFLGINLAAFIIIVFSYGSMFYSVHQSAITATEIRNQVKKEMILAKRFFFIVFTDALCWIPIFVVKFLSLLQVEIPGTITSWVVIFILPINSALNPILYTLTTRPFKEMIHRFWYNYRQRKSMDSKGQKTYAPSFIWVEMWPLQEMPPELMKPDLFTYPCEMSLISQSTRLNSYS
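Agonist response is measured as cAMP accumulation in an RXFP1-transfected HEK293T line under PDE4 inhibition. Values are scaled between buffer-only and 29 nM porcine relaxin, and EC50s come from standard Hill equation fits.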
D1 PAM = Potentiators of Human D1 Dopamine Receptor: qHTS; hit rate 0.036% among 360,000; HEK293 TREx D1 cells, calcium flux, dopamine EC20 potentiation; D(1A) dopamine receptor (Homo sapiens), P21728; potentiation, % at 10 µM; AID 504651, 2011; in the data active = potentiation above about 30%; also: 0% is about no effect
TRHR ag = qHTS for Small Molecule Agonists and Allosteric Enhancers of Human TRH Receptor: Primary Screen for Agonists; Thyrotropin-releasing hormone receptor (Homo sapiens), P34981; TRHR cells, calcium flux fluo-8, FDSS agonist mode; activation, % at 2 µM; hit rate 0.18% among 360,000; AID 493084, 2011; in the data active = activation above about 30%; also: 0% is about no effect
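In this calcium-flux screen, cells bearing human TRHR are dye-loaded with fluo-8, baselined for 10 cycles, then exposed to library compounds; positive kinetic calcium responses during the agonist phase mark hits, with TRH as control.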
RXFP1 antagonist = qHTS Assay for Antagonists of the Relaxin Receptor RXFP1; HEK293-RXFP1, relaxin-stimulated cAMP HTRF, 30 min; hits give low values; activity change, negative = inhibition, % at 57.5 µM; Relaxin receptor 1 (Homo sapiens), Q9HBX9; hit rate 0.59% among 350,000;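 active = activity change of -60% or lower, but not beyond a set lower limit; inconclusive = change between -60% and -40%, or beyond the set limit; inactive = change above -40%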; also: % is scaled to controls: 0 for no effect and ±100 for the full control effect
TRHR enhancer = qHTS for Small Molecule Agonists and Allosteric Enhancers of Human TRH Receptor: Primary Screen for Enhancers; AID 493056, 2011; Thyrotropin-releasing hormone receptor (Homo sapiens), P34981; TRHR cells, fluo-8 calcium fluorescence, EC20 TRH enhancement; enhancement, % at 2 µM; hit rate 0.66% among 360,000; in the data active = enhancement above about 30%; also: 0% is about no effect
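Enhancer read-out: after compound pinning and an initial kinetic agonist-mode read, an EC20 of TRH (10 nM final) was injected and fluo-8 calcium signal (Ex 480/Em 530) followed at 1 s/cycle for 100 cycles in TRHR-expressing cells.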
D2 PAM = HTS Assay for Positive Allosteric Modulators of the Human D2 Dopamine Receptor: Primary Screen for Potentiators | D(2) dopamine receptor (Homo sapiens), P14416 | HEK293 T-REx D2, calcium flux, EC20 dopamine potentiation | potentiation, % at 10 µM | hit rate 0.34% among 340,000;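 active = potentiation over 3 SD above the plate norm, cut at about 30% in these data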; also: 0% is about no effect
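Tetracycline-induced Hek293 Trex D2 cells, force-coupled to calcium, loaded with no-wash calcium dye. Compound added with 180 s kinetic read for agonism, then EC20 dopamine and a further 180 s read for potentiation.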
* hit, by the source's call; ? = inconclusive; / = no result given; & = joins results of further samples; [ ] = dose if it differs, or a comment. Unless noted, calls follow the shape of the dose curve; as a rule, active = well fitted curve in the direction sought with a large enough effect; inconclusive = small, poorly fitted or top-dose-only effect, or another doubt; inactive = no such curve, though single readings can be large; an effect the other way counts as inactive or inconclusive. The list is partial; count on the stated rates, not on these rows.

entry	Molecule	TRHR enhancer	D1 PAM	D1 antagonist	D2 PAM	TRHR ag	Anesthetic bind	RXFP1 agonist	D1 agonist	RXFP1 antagonist
1	NS(=O)(=O)c1cc2c(cc1Cl)NC(CC1CCCC1)NS2(=O)=O (stereo unspecified)	2	-3	-20	-3	0.7	-11%	-3.7%	2	9&-28
2	CC(=O)c1nn(-c2ccc(Cl)cc2)c(=O)[nH]c1=O	7	-7	20	5	0.6	-5%	-0.1%	0	1
3	CCOC(=O)c1nc2cc3n(c(C)c-2c1C)C(C)C(C)=C3C (stereo unspecified)	-8	0	-29	-8	-0.1	-12%	2.3%	1	-14
4	Cc1[nH]n(-c2ccccc2)c(=O)c1C(c1cc(Cl)ccc1O)c1c(C)[nH]n(-c2ccccc2)c1=O	7	1	6	4	0.5	-10%	-3.0%	2	-38
5	CCOC(=O)C1=C(C)N=c2s/c(=C\c3cc(OC)c(OC)c(OC)c3)c(=O)n2C1/C=C/c1ccccc1 (stereo unspecified)	4	5	-8	-3	1.1	4%	5.7%	5	-29
6	Cc1cccc(-n2c(=O)[nH]c3c(C(N)=O)nc(-c4ccccc4Cl)nc32)c1	-2	-3	5	1	-1.1	1%	15%	2	/
7	CC1Oc2ccccc2N(Cc2ccccc2F)C1=O (stereo unspecified)	1	-2	-8	-6	-2.4	?	0.4%	3	/
8	O=C(Cc1ccccc1F)N1CCN(S(=O)(=O)c2ccc(Cl)cc2)CC1	0	0	-3	8	0.5	/	-0.5%	2	-1
9	Cc1ccc(S(=O)(=O)N2CCCCC2)cc1NC(=O)Cn1cnc2c1c(=O)n(C)c(=O)n2C	-6	-8	0	1	0.6	/	14%	0	1
10	CCOC(=O)c1sc2nc(C)nc(NCc3ccc(F)cc3)c2c1C	2	1	3	/	1.1	-8%	-0.1%	4	-28
11	O=C(Cc1ccc(S(=O)(=O)N2CCCC2)s1)NC1CCCCCC1	-3	-2	/	0	0.1	?	2.2%	-2	-6
12	Cc1ccccc1Cn1cnc2c(cnn2C(C)(C)C)c1=O	6	2	-8	17	0.4	?	-2.9%	5	-5
13	O=C1[C@H]2[C@@H](c3ccc(Cl)cc3)N3C(=O)N(c4cccc(Br)c4)C(=O)[C@@]3(Cc3ccc(Cl)cc3)[C@H]2C(=O)N1C1CCCCC1	-8	1	-6	7	3.7	-12%	-1.0%	9	/
14	CC(=O)N1CCCc2cc(S(=O)(=O)Nc3ccc(C)c(F)c3)ccc21	-10	6	-3	-23	-0.5	-15%	2.5%	5	-5
15	Cc1nnc(SC(C)C(=O)NC2CCCCC2)s1 (stereo unspecified)	-8	-8	-23	-10	-0.4	/	-0.4%	1	19
16	Cc1nnc(SCCC(C)C)[nH]c1=O	-3	-1	-4	0	-0.6	-7%	0.3%	5	1
17	CCN(CC)S(=O)(=O)c1ccc(Nc2ccc(-c3ccc4c(c3)OCCO4)nn2)cc1	5	3	3	12	0.4	-14%	-1.8%	3	-24
18	O=C(Nc1ccc(S(=O)(=O)Nc2nccs2)cc1)c1cnc(Cl)c(Cl)c1	4	3	4	22	-1.2	-17%	1.6%	3	0
19	O=Nc1c(O)n(Cc2c(Cl)cccc2Cl)c2ccccc12	3	21	-1	17	0.8	-14%	-0.3%	-1	-12
20	Cn1c(=O)[nH]c(=O)c2c1nc(SCC(O)CO)n2CCCc1ccccc1 (stereo unspecified)	-9	-3	0	4	0.1	-6%	3.7%	2	-3
21	COc1cccc(-c2nc(CS(=O)(=O)CC(=O)N3CCN(C)CC3)c(C)o2)c1	-1	-4	10	-3	-0.1	4%	-0.1%	1	-4
22	CC(C)(C)NC(=O)CSc1nnc(Cc2ccc3c(c2)OCO3)n1C1CCCCC1	4	1	-2	8	-0.3	-9%	1.2%	2	-6
23	CCN(C(=O)c1coc(=O)c2ccccc12)c1cc(OC)ccc1OC	0	-1	16	-3	0.4	-8%	-0.4%	3	1
24	O=C(c1csc2ccccc12)N1CCCCCC1	-5	-4	-9	-12	-0.8	?	-0.7%	1	27
25	COc1ccc2c(c1OC)C(C1c3c(cc4c(c3OC)OCO4)CCN1C)OC2=O (stereo unspecified)	5	-2	-11	5	-1.5	6%	6.0%	1	2
26	CNc1nc(SC)nc2ccccc12	-4	0	0	-9	1.0	-4%	3.4%	1	-11
27	CCCOC(=O)c1ccc(N2C(=O)c3ccccc3C2=O)cc1	-7	-16	-21	-7	0.5	-9%	0.1%	1	14
28	C=CCOC(=O)C(=O)/C=C/c1csc2ccccc12	2	0	10	5	3.7	-11%	1.9%	-1	/
29	COc1cccc(CC(NC(C)=O)C(=O)NC2CCN(c3c(Cc4ccccc4)c(C)nc4ncnn34)CC2)c1 (stereo unspecified)	-4	-3	-12	8	-0.2	-3%	2.8%	17	-3
30	NS(=O)(=O)c1ccc(N/N=C/c2ccc(C(=O)O)cc2)c([N+](=O)[O-])c1	7	-3	6	7	-0.2	0%	-2.5%	1	-2
31	O=[N+]([O-])c1ccc(/C=N/N2CCN(c3ccncc3S(=O)(=O)N3CCCCC3)CC2)cc1	-3	-5	-17	-2	0.0	3%	0.5%	4	13
32	C=Cc1ccc(C2=CC(=O)C[C@H](c3ccc(OC)cc3)C2)cc1	1	-5	25	-5	0.7	/	-0.4%	15	/
33	COc1nc(Nc2ccc([N+](=O)[O-])cc2)nc(NC2CCCCC2)n1	-3	-7	0	2	0.0	-4%	0.5%	0	-5
34	COc1cc(Cn2cnnn2)ccc1O	13	-7	-9	-4	0.3	-11%	-0.1%	5	-3
35	O=C(O)c1cccc(Cl)n1	0	-9	12	-2	0.1	1%	2.3%	0	-3
36	O=C(Nc1nnc(C2CC2)s1)C1CCCCN1S(=O)(=O)c1ccccc1 (stereo unspecified)	-2	3	5	-3	-0.1	-7%	-1.0%	2	-9
37	COc1ccc(-c2cn3c(n2)sc2cc(C(=O)NCCCN4CCN(C)CC4)ccc23)cc1	4	1	-5	17	-0.9	4%	19%	-2	11
38	CN(C(=O)CSc1nncn1-c1ccccc1)c1ccccc1	13	-3	-20	-1	0.6	20%	5.1%	8	-3
39	COc1ccc(NC(=O)CCCCCN2C(=O)c3cccc([N+](=O)[O-])c3C2=O)c(OC)c1	-3	0	-1	-2	0.0	-7%	-1.9%	1	11
40	CCN(CC(=O)Nc1sc2c(c1C#N)CCCC2)Cc1nc2ccccc2c(=O)[nH]1	-6	-2	-12	6	0.0	-23%	0.6%	-5	2
41	CN(C)c1cccc(C(=O)OCC(=O)Nc2ccccc2-c2ccccc2)c1	-1	0	7	-1	-0.1	76%[activator]	-1.7%	1	-6
42	Cn1ncc(Cl)c1C(=O)Nc1ccncc1	5	4	1	-3	0.2	-1%	-0.7%	2	-18
43	COc1ccc(C(=O)N2CCN(c3ccc(F)cc3)CC2)cc1S(=O)(=O)NC1CC1	-7	-2	-3	-8	0.1	/	-1.7%	2	-9
44	CCN(CC)S(=O)(=O)c1ccc(Cl)c(C(=O)Nc2nncs2)c1	4	-2	9	-18	-0.1	6%	1.1%	0	-7
45	Cc1ccc(S(=O)(=O)c2cn(CC(=O)Nc3ccc4c(c3)OCO4)c3ccccc3c2=O)cc1C	-3	-4	-12	15	-2.4	-15%	-2.7%	7	/
46	CC(=O)C1C(c2ccc(F)c(F)c2)NC(=O)NC1(O)C(F)(F)F (stereo unspecified)	-5	-4	1	0	0.5	-5%	2.3%	-2	-6
47	CCc1ccc(Nc2nc(-c3cc4cccc(OC)c4oc3=O)c(CC)s2)cc1	7	-2	9	20	0.9	-6%	-0.1%	4	-7
48	O=C(c1ccc(N2C(=O)CCC2=O)cc1)N1CCOCC1	9	-1	8	-4	0.0	-12%	0.3%	1	-15
49	COc1ccc(-c2nnc(SCc3cc(C)cc(C)c3)o2)cc1	-18	-1	-11	-3	1.7	14%	0.4%	12	-11
50	CCc1nnc(NC(=O)c2cccs2)s1	1	-3	-6	-2	0.3	-7%	1.1%	0	8
51	Cn1c(SCC(=O)O)nnc1-c1cccc(NC(=O)c2cccc3ccccc23)c1	2	0	6	-3	-0.4	1%	-3.2%	3	-21
52	COc1ccccc1N1CCN(C(c2ccccc2)c2nnc(-c3ccccc3Cl)o2)CC1 (stereo unspecified)	-7	-4	11	7	0.1	-8%	1.3%	3	-27
53	CC(C)(O)C#Cc1ccc(C(=O)N2CCC(C(N)=O)(N3CCCCC3)CC2)o1	12	-5	3	-2	0.7	-3%	1.7%	1	8
54	CN(C)c1c(-c2ccccc2)cc(-c2ccccc2)[nH]c1=O	-6	-2	2	-25	0.5	34%[activator]	6.3%	1	/
55	COc1ccc2cc(CN(CCc3ccccc3)Cc3nnnn3Cc3ccco3)c(=O)[nH]c2c1	1	0	-7	-7	0.7	7%	2.9%	1	-12
56	O=C(CN1C(=O)c2ccccc2C1=O)Nc1cccc2cccnc12	-4	-2	-2	-1	-0.3	?	0.8%	0	/
57	CCNC(=O)CN(c1ccc(Oc2ccccc2)cc1)S(=O)(=O)c1ccccc1	-5	1	-30	-3	2.8	-1%	-0.8%	13	-7
58	Cc1ccc(CCNC(=O)CCn2ccc3cc(S(=O)(=O)N4CCCC4)ccc32)cc1	-5	7	5	-1	-0.2	-5%	0.1%	-1	9
59	CCN(Cc1ccccc1)S(=O)(=O)c1cn(C)cn1	-2	5	-3	2	0.4	7%	1.2%	1	-7
60	COc1ccc([N+](=O)[O-])cc1N(CC(O)CN(C)C)S(=O)(=O)c1ccccc1 (stereo unspecified)	2	0	19	-7	0.6	-13%	3.9%	1	/

Source: PubChem
